Screening results: PubChem, NCI
Growth percent in the NCI-60 one-dose screen (48 h, 10 µM unless noted): 100 = growth as untreated, 0 = no growth, -100 = all killed.
NCI-H226: NCI-H226 lung cancer. hit rate 3.5% among 79,000
NCI/ADR-RES: NCI/ADR-RES ovarian cells; hit rate 4.4% among 81,000
NCI-H460: NCI-H460 lung cancer; AID 1794736; hit rate 6.8% among 82,000
IGROV1: IGROV1 ovarian cancer; hit rate 4.7% among 79,000; AID 1794786
NCI-H522: NCI-H522 lung cancer. hit rate 8% among 78,000. AID 1794739
KM12: KM12 colon cancer cells | hit rate 5% among 82,000
COLO 205: COLO 205 colon cancer | hit rate 7.3% among 79,000 | AID 1794742
NCI-H322M: NCI-H322M lung cancer; hit rate 2.7% among 80,000
NCI-H23: NCI-H23 lung cancer; hit rate 4% among 80,000
* = called active by the depositor; . = no result given; [ ] = another dose, or the depositor's remark. The calls were made as follows: active = growth percent below 10; inactive = the rest.

Screens by letter – A = NCI-H226; B = NCI/ADR-RES; C = NCI-H460; D = IGROV1; E = NCI-H522; F = KM12; G = COLO 205; H = NCI-H322M; I = NCI-H23
O=C(CC(=O)c1ccccc1O)c1ccccc1
  A = 89; B = 64; C = 89; D = 98; E = 83; F = 93; G = 101; H = 103; I = 81

N=c1nc(N)n(N)c2nc3c(cnn3-c3ccccc3)c(=O)n12
  A = 113; B = 103; C = 116; D = 116; E = 106; F = 107; G = 121; H = 113; I = 104

Oc1c(Cl)cc(Cl)c(Cl)c1Cl
  A = 95; B = 105; C = 107; D = 103; E = 110; F = 109; G = 107; H = 103; I = 101

Nc1cc(=S)nc(N)[nH]1
  A = 100; B = 104; C = 105; D = 124; E = 98; F = 109; G = 105; H = 109; I = 103

C=C(C)C#CCN(CCO)C(C)C
  A = 95; B = 111; C = 101; D = 109; E = 116; F = 100; G = 114; H = 112; I = 108

CCC(=C(c1ccc(OCCN2CCCCC2)cc1)c1ccc(OCCN2CCCCC2)cc1)c1ccc(Cl)cc1
  A = -66*; B = -85*; C = -80*; D = -88*; E = -70*; F = -84*; G = -66*; H = -99*; I = -81*

Cc1ccc2c(-c3nnc(N)o3)cc(=O)oc2c1
  A = 100; B = 105; C = 97; D = 93; E = 93; F = 105; G = 117; H = 98; I = 101

Cc1cc(C)c(Cc2ccccc2O)cc1Cc1ccccc1O
  A = 97; B = 94; C = 88; D = 96; E = 78; F = 96; G = .; H = 82; I = 77

O=C(Nc1cnc2ccccc2c1)c1cc(C(=O)c2ccc(Br)cc2)n2ccccc12
  A = 95; B = 89; C = 78; D = 103; E = 97; F = 93; G = 112; H = 102; I = 92

COc1ccc(C(=O)N2NC(=O)/C(=C/c3ccccc3F)N=C2c2ccccc2)cc1
  A = 104; B = 105; C = 106; D = 107; E = 102; F = 106; G = 122; H = 110; I = 93

COc1ccc(/C=C(\C#N)C(=O)Nc2cccc(Nc3nc(SC)nc(-c4cccc([N+](=O)[O-])c4)c3C#N)c2)cc1
  A = 91; B = 104; C = 100; D = 91; E = 96; F = 100; G = 117; H = 98; I = 95

COc1ccc(OC2=C(C#N)C(=N)N3c4ccccc4Sc4ccccc4C3N2)cc1 (stereo not drawn)
  A = .; B = 85; C = .; D = 63; E = 98; F = 98; G = 103; H = 97; I = 88

O=C(/C=C/c1ccco1)c1cccc([N+](=O)[O-])c1
  A = 97; B = 109; C = 118; D = 108; E = .; F = 106; G = 110; H = 81; I = 106

C/C(=C/CC1=C(O)c2ccccc2C(=O)C1=O)CO
  A = 103; B = 104; C = 103; D = 121; E = 101; F = 104; G = 117; H = 131; I = 98

N#CCCc1nc(N)nc(N)n1
  A = 104; B = 105; C = 107; D = 116; E = 97; F = 103; G = 110; H = 109; I = 100

COc1cccc(N2CCN(C3=CC(=O)C(C)=C(C)C3=O)CC2)c1
  A = 90; B = 98; C = 103; D = 98; E = 91; F = 114; G = 108; H = 113; I = 93

C#CCOc1ccc2ncnc(Nc3cccc(NC(=O)C=C)c3)c2c1
  A = 76; B = 80; C = 65; D = 34; E = 50; F = 83; G = 87; H = 61; I = 81

NC(=S)N1N=C(c2cc3ccccc3o2)CC1c1c[nH]c2ccccc12 (stereo not drawn)
  A = 94; B = 98; C = 98; D = 77; E = 86; F = 76; G = .; H = 86; I = 85

CC/C(=C\c1ccc(OCOC)c(OCOC)c1)C(=O)NC(Cc1ccccc1)C(O)C(=O)NCc1ccccc1 (stereo not drawn)
  A = 88; B = 89; C = 100; D = 107; E = 84; F = 98; G = 113; H = 96; I = 82

N=C(N)c1ccc(-c2ccc(-c3cccs3)s2)cc1
  A = 82; B = 56; C = -72*; D = 95; E = 76; F = .; G = -97*; H = 2.2*; I = 84

CC1(C)CNC(C(=O)O)C1 (stereo not drawn)
  A = 105; B = 106; C = 111; D = 111; E = 88; F = 95; G = 116; H = 108; I = 102

COc1ccc(OC)c(/C=C2\C(=O)ON=C2C)c1
  A = 100; B = 103; C = 108; D = 108; E = 91; F = 101; G = 107; H = 95; I = 99

CCc1cc(OC(=O)N2CCC(N3CCCCC3)CC2)ccc1Nc1cc(-c2ccc(-n3cccn3)cc2)[nH]n1
  A = 78; B = 83; C = -15*; D = 57; E = 96; F = 70; G = 60; H = 101; I = 80

O=C(O)c1cncc(Br)c1
  A = 101; B = 107; C = 97; D = 102; E = 101; F = 103; G = 140; H = 108; I = 106

NC1=NC(c2ccc(Cl)cc2)C2=C(N1)/C(=C/c1ccc(Cl)cc1)CCC2 (stereo not drawn)
  A = 109; B = 93; C = 91; D = 85; E = 19; F = 2.3*; G = 92; H = .; I = 61

Screens by letter – A = NCI-H226; B = NCI/ADR-RES; C = NCI-H460; D = IGROV1; E = NCI-H522; F = KM12; G = COLO 205; H = NCI-H322M; I = NCI-H23
Cc1nc2sc3c(=O)[nH]c(C(F)(F)F)nc3c2c(C)c1Br
  A = 87; B = 95; C = 103; D = 91; E = 81; F = 98; G = 101; H = 106; I = 97

CCC1(O)CCCC2C3CCC4CC(=O)CCC4(C)C3C(=O)CC21C (stereo not drawn)
  A = 115; B = 99; C = 105; D = 115; E = .; F = 102; G = 98; H = 102; I = 96

CC1(C)OC2COC3(CO)OC(C)(C)OC3C2O1 (stereo not drawn)
  A = 87; B = 109; C = 98; D = 116; E = 94; F = 112; G = 111; H = 123; I = 99

COc1ccc(-c2nc(SCCC(C)C)nc(N/N=C(/C)c3ccc(N)cc3)c2C#N)cc1
  A = 89; B = 94; C = 101; D = 79; E = 91; F = 92; G = 109; H = 86; I = 93

CCN(CC)C(=O)C1(c2ccccc2)CC1CN (stereo not drawn)
  A = 111; B = 112; C = 111; D = 118; E = .; F = 108; G = 113; H = .; I = 107

Cn1ccc2c3c(ccc21)C1c2ccccc2C3c2ccccc21
  A = 89; B = 104; C = 91; D = 97; E = 84; F = 99; G = 104; H = 104; I = 92

O=C1c2cc(Cl)ccc2Oc2cc([N+](=O)[O-])ccc2N1c1ccc(I)cc1F
  A = .; B = 100; C = 96; D = 91; E = 74; F = 96; G = 105; H = 99; I = 95

COc1ccc(-c2cc(C(=O)N=Nc3c(O)[nH]c4ccc(OC)cc34)c3ccccc3n2)cc1
  A = 112; B = 112; C = 126; D = 119; E = 120; F = 110; G = 121; H = 115; I = 101

c1cc(CNC23CC4CC(CC(C4)C2)C3)cc(C[N+](Cc2cccc(CNC34CC5CC(CC(C5)C3)C4)c2)(Cc2cccc(CNC34CC5CC(CC(C5)C3)C4)c2)Cc2cccc(CNC34CC5CC(CC(C5)C3)C4)c2)c1 (stereo not drawn)
  A = 34[42 µM]; B = 22[42 µM]; C = 3.8*[42 µM]; D = 11[42 µM]; E = -56*[42 µM]; F = 26[42 µM]; G = -41*[42 µM]; H = 37[42 µM]; I = 42[42 µM]

C=C1C(=O)O[C@H]2[C@H]1CC/C(COC(=O)NCCOCCOCC(=O)Nc1ccc(OC)c(C(N)=O)c1O)=C\CC[C@@]1(C)O[C@@H]21
  A = 90; B = 95; C = 96; D = 25; E = -11*; F = 95; G = 8.0*; H = 97; I = 79

C=CCN(CC=C)CC(=O)Nn1c(C)ccc1C
  A = 106; B = 100; C = 109; D = 116; E = 97; F = 109; G = 100; H = 112; I = 104

CCOC(=O)C(CC1=CS(=O)(=O)c2ccc(Cl)cc21)(NC(C)=O)C(=O)OCC
  A = 105; B = 104; C = 101; D = 109; E = 116; F = 109; G = 95; H = 108; I = 106

CC(=O)c1ccc(C)c(N)c1
  A = 96; B = 91; C = 111; D = 96; E = 100; F = 97; G = 110; H = 121; I = 81

CN(C)CCOc1ccc(/C(=C(/CCCCCCCCCC[P+](c2ccccc2)(c2ccccc2)c2ccccc2)c2ccccc2)c2ccccc2)cc1
  A = -53*; B = -69*; C = -79*; D = -77*; E = -75*; F = -81*; G = -64*; H = -97*; I = -83*

C#Cc1cccc(NC(=O)Nc2ccc(N=C=S)cc2)c1
  A = 102[8.25 µM]; B = 101[8.25 µM]; C = 97[8.25 µM]; D = 97[8.25 µM]; E = 66[8.25 µM]; F = 89[8.25 µM]; G = 105[8.25 µM]; H = 98[8.25 µM]; I = 98[8.25 µM]

Cc1ccc(S(=O)(=O)N2CCc3c([nH]c4ccccc34)C2c2ccc(-c3nc4ccccc4[nH]3)cc2)cc1 (stereo not drawn)
  A = 86; B = 89; C = 93; D = 86; E = 60; F = 87; G = 92; H = 88; I = 86

Cc1cccc(C)c1NC(=O)c1ccccc1
  A = 98; B = 107; C = 103; D = 102; E = 96; F = 96; G = 108; H = 99; I = 106

CCCCCCc1cc2cc(-c3nc4ccccc4[nH]3)c(=Nc3ccccc3C)oc2cc1O
  A = .; B = 50; C = 45; D = 40; E = 14; F = 36; G = -94*; H = 63; I = 50

CN(C)C(=O)c1cccnc1
  A = 99; B = 96; C = 112; D = 122; E = 92; F = 107; G = 106; H = 120; I = 105

COc1ccc(C(C)O)cc1 (stereo not drawn)
  A = 91; B = 111; C = 105; D = 95; E = 88; F = 109; G = 120; H = 99; I = 109

Cc1ccc2sc3c(Cl)nc4ccccc4c3c(=O)c2c1
  A = .; B = 103; C = 99; D = 69; E = 72; F = 101; G = 117; H = 96; I = 92

COC(=O)CNC(=O)C1CSC2(C(=O)N(C)c3ccccc32)N1C(=O)C1CCCCC1 (stereo not drawn)
  A = 90; B = 102; C = 97; D = 99; E = 104; F = 95; G = 106; H = 90; I = 90

COc1cc(C=O)ccc1Oc1nc(NCCO)nc(N2CCOCC2)n1
  A = 100; B = 103; C = 109; D = 96; E = 98; F = 105; G = 116; H = 98; I = .

O=S1(=O)CC(N2CCCCC2)C1CN1CCCCC1 (stereo not drawn)
  A = 96; B = 116; C = 112; D = 110; E = 93; F = 104; G = 115; H = 102; I = 107

COC(=O)CNC(=O)c1ccc(-n2cc(-c3ccccc3)nn2)cc1
  A = 109; B = 116; C = .; D = 117; E = 89; F = 101; G = 111; H = 112; I = 105

Screens by letter – A = NCI-H226; B = NCI/ADR-RES; C = NCI-H460; D = IGROV1; E = NCI-H522; F = KM12; G = COLO 205; H = NCI-H322M; I = NCI-H23
COC(=O)[C@]12CC[C@@H](C)[C@H](C)[C@@H]1C1=CC[C@@H]3[C@@]4(C)C(C=O)=C[C@@](C)(COC(=O)/C=C/c5ccccc5)[C@@H]4[C@H](O)C[C@@]3(C)[C@]1(C)CC2
  A = 10; B = 18; C = -19*; D = 24; E = -16*; F = 6.3*; G = -37*; H = 42; I = 10

Nc1c(C(=O)Nc2ccccc2C(F)(F)F)sc2nc3c(cc12)CCC3
  A = 83; B = 101; C = 105; D = 105; E = 86; F = 113; G = 115; H = 88; I = 96

Cc1ccc(-n2c(SCC(=O)Nc3ccc(-c4nc5ccc([N+](=O)[O-])cc5[nH]4)cc3)nc3ccccc3c2=O)cc1
  A = 96; B = 106; C = 101; D = 99; E = 97; F = 91; G = 119; H = 101; I = .

CCOC(OCC)N(C)C
  A = 103; B = 110; C = 111; D = 112; E = 100; F = 106; G = 102; H = 106; I = 107

Nc1ncc2c(n1)-c1cn(Cc3ccccc3)cc1CC2
  A = 90; B = 91; C = 113; D = .; E = 94; F = 128; G = 130; H = 145; I = 93

CCOc1ccc(CN(C2CCS(=O)(=O)C2)S(=O)(=O)c2ncsc2-c2ccccc2)cc1 (stereo not drawn)
  A = 100; B = 100; C = 108; D = 108; E = 97; F = 105; G = 121; H = 105; I = 109

O=S(=O)(O)c1ccc(O)c2cc(Nc3ccccc3)ccc12
  A = 93; B = 108; C = 105; D = 103; E = 93; F = 102; G = 112; H = 109; I = 102

CC(=O)c1ccc(NC(=O)CSc2nnc(-c3cnccn3)n2-c2ccccc2)cc1
  A = 91; B = 101; C = 98; D = 95; E = 68; F = 93; G = 100; H = 103; I = 95

O=C(/C=C/c1cccc(Cl)c1)c1ccc(Nc2nc(Nc3ccc(F)cc3)nc(Nc3ccc(Cl)cc3)n2)cc1
  A = 118; B = 100; C = 143; D = 113; E = 102; F = 112; G = 108; H = 97; I = 98

Nc1cccc2c([N+](=O)[O-])cccc12
  A = 80; B = 98; C = 103; D = 106; E = 80; F = 98; G = 99; H = 96; I = 93

CCCCCCCCCCCCNC(=S)N/N=C/c1ccc(Cl)c(Cl)c1
  A = 106; B = 113; C = 112; D = 119; E = 66; F = 102; G = 106; H = 112; I = 109

COC(=O)c1cc(C(=O)C(=O)O)ccc1O
  A = 105; B = 101; C = 108; D = 105; E = 104; F = 109; G = 116; H = 114; I = 100

C#CC1(OC(C)=O)CCCCC1
  A = 89; B = 102; C = 113; D = 115; E = 84; F = 101; G = 108; H = 111; I = 94

S=C(Nc1cccc(Br)c1)c1ccccc1
  A = 99; B = 103; C = 105; D = 103; E = 94; F = 105; G = 114; H = 102; I = 99

Cc1nc2cc(Nc3nc(Nc4ccc(F)cc4)nc(N4CCOCC4)n3)ccc2n1Cc1ccccc1
  A = 78; B = 78; C = 67; D = 71; E = 93; F = 92; G = 33; H = .; I = .

COc1cc(/C=C/C(=O)c2c(-c3ccc(Cl)cc3)nc3sc(C)nn23)cc(OC)c1OC
  A = 68; B = 60; C = 97; D = 90; E = -20*; F = 74; G = 100; H = 87; I = 84

C/C(=C\c1cc(Cl)ccc1OCC(=O)O)[N+](=O)[O-]
  A = 108; B = 102; C = 123; D = 112; E = 76; F = 105; G = 115; H = 118; I = 96

CCc1nn2c(-c3ccc(C)cc3)c(-c3cc(OC)c(OC)c(OC)c3)nc2s1
  A = 98; B = 104; C = 94; D = 93; E = 93; F = 86; G = 94; H = 90; I = 111
